Screens from PubChem BioAssay.
EWS-Fli block – EWS/Fli transcriptional activity inhibition. A673 NR0B1-luciferase reporter, viability-normalised. inhibition, % at 12.6 µM. 0.67% of 350,000 active. AID 651661;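 active = mean inhibition of at least 50% after viability correction, with every replicate also passing that limit; inconclusive = mean reaches 50% but only one of two replicates passes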;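 note: firefly luciferase signal divided by Alamar Blue viability fluorescence both relative to DMSO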
INS-1E GSIS act – GLuc luminescence reporter in INS-1E cells, primary screen for activators of glucose-dependent secretion of insulin | INS-1E GLuc reporter insulin secretion, 2-3 h | activation, % at 16.6 µM | 0.61% of 370,000 active | AID 743287;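 active = lowest replicate activation of at least 40%, so every replicate reaches that level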;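 note: 0% = median of neutral control wells and 100% = median of IBMX positive control wells; some compounds called inactive have numbers as strong as hits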
DENV2 CPE – inhibitors of DENV2 cytopathic effect; DENV2-infected cells, cytopathic effect rescue, plate reader; CPE inhibition, % at 9.99 µM; 1.7% of 350,000 active; in the data active = CPE inhibition above about 20%, passing the limit was not always enough; inconclusive = no clear call, values can overlap the other calls; tested in BHK-21 cells;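 note: 0% = median of neutral control wells and 100% = median of positive control wells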
FN deposit inh – fibronectin deposition inhibition. 0.086% of 350,000 active. inhibition, % at 12.6 µM. AH1F fibroblasts, Alexa488-fibronectin deposition fluorescence, overnight;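 active = mean inhibition across replicates of 30% or more, regardless of how many single replicates reach that level; inconclusive = mean under 30% yet at least half of replicates reach 30%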;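 note: positive control wells lacked labelled fibronectin entirely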
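Assay system: AH1F fibroblasts assembling fluorescent fibronectin matrix; Amount: 10000 AH1F cells per well; Buffer or medium: DMEM, 2% serum; Probe or stimulus: Alexa488-fibronectin, 24 nM final in well; Doses: single compound dose, delivered by pin transfer; Incubation: 1 h adhesion, overnight exposure; Measured by: fluorescence 485/525 nm; Read-out: fibronectin deposition inhibition.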
miR122 inh – inhibitors of miR-122 in Huh7 cells; Huh7 miR-122 Renilla luciferase sensor, 48 h; neutral wells = 0, positive control = 100; activation (reporter increase), % at 12.5 µM; 0.3% of 340,000 active; AID 602342;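 active = mean replicate activation score at least 90 and every replicate individually at or above 90; inconclusive = only one of the two criteria met; inactive = neither criterion met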;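 note: higher luciferase means less miR-122 activity so hits act as miR-122 inhibitors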
PAX8 reporter – PAX8 transcriptional activity inhibition. RMG-I TPO-luciferase reporter, SteadyGlo, 24 h. inhibition, % at 12.6 µM. 1.2% of 360,000 active. AID 652154;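 active = mean replicate inhibition at least 60% with every replicate also reaching 60%; inconclusive = only one of the two criteria is met; inactive = mean below 60% and not all replicates reaching 60%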;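 note: luciferase light reporting Pax8 driven TPO promoter activity; plate controls were median of neutral control wells for no effect and mitoxantrone controls for full effect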
CFTR F508del cor – CFTR F508del correction in bronchial cells | activity (quench increase), % at 7.58 µM | CFBE cells, YFP halide quenching; stimulated with forskolin plus potentiator P3; % fluorescence drop versus neutral controls | 0.36% of 350,000 active;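 active = mean added fluorescence quench of at least 8% versus neutral control, with both replicates also reaching 8%; inconclusive = only one of the mean or replicate conditions met; inactive = mean below 8% and not both replicates reaching 8%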;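 note: cells transiently co-express mutant CFTR-F508del with the halide-sensitive YFP; corrector assay measuring rescue of mutant channel to the surface after 24 h compound exposure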
Starred values were filed as active, the others as inactive; ? = inconclusive; . = no result given; [ ] = dose if it differs, or a comment.

SMILES	EWS-Fli block	INS-1E GSIS act	DENV2 CPE	FN deposit inh	miR122 inh	PAX8 reporter	CFTR F508del cor
Cc1ccc(NC(=O)CCOc2ccccc2)cc1	-115	3	8	4	-5	-115	-0.9
O=C(Cn1ccc(C(F)(F)F)n1)Nc1cccc(S(=O)(=O)N2CCCCC2)c1	0	-42	-2	.	.	-4	-1.2
CCOC(=O)c1c(C)[nH]c(C)c1S(=O)(=O)NCc1ccccc1OCC	.	12	-1	1	28	-12	1.2
CCc1c(C(=O)Nc2nnc(C3CC3)s2)csc1C	-31	5	-10	.	3	.	0.8
COc1cc(/C=N/Nc2nncn2/N=C/c2ccc(O)c(OC)c2)ccc1O	-58	-7	-4	11	.	-39	1.0
C[C@@H]1CN([C@H](C)CO)C(=O)c2cccc(NC(=O)C3CC3)c2O[C@@H]1CN(C)Cc1ccc(-c2ccccc2)cc1	24	-14	-1	.	1[16.7 µM]	.	0.6
CCCN(C)C[C@H]1Oc2cc(C#Cc3ccc(OC)cc3)ccc2S(=O)(=O)N([C@H](C)CO)C[C@H]1C	11	10	-23	.	13[16.7 µM]	.	-1.9
C[C@@H]1CN([C@H](C)CO)C(=O)Cc2cc(NC(=O)Nc3ccc4c(c3)OCO4)ccc2O[C@H]1CN(C)C(=O)Nc1ccc(C(F)(F)F)cc1	-28	-1	-7	.	0[16.7 µM]	-11	2.1
O=C(CSc1nnc(Cc2ccccc2)o1)N1CCCC1	-3	23	-6	-2	.	-4	1.7
O=C(O)C1(Nc2ccccc2)CCCC1	2	17	-1	3	.	-4	-1.3
C[C@H](CO)N1C[C@H](C)[C@@H](CN(C)Cc2ccc(C(F)(F)F)cc2)OCCCC[C@H](C)Oc2ccc(NS(=O)(=O)c3ccc(F)cc3)cc2C1=O	56*	-18	7	1	6[16.7 µM]	94*	2.6
O=C(NCCc1ccc(Cl)cc1)C1CCCN1C(=O)Nc1ccc(F)cc1 (centres undefined)	6	-28	0	-1	13	-14	-1.0
Cc1ccc(C)c(N(C(=O)c2snc(C(N)=O)c2N)C(C(=O)NCC2CCCO2)c2ccc(C)o2)c1 (centres undefined)	15	-3	17	1	-9	36	3.9
Cc1cccn2c(=O)c(C(=O)NCCCN3CCCCC3C)c(O)nc12 (centres undefined)	.	13	0	-4	6	-7	0.2
CO[C@@H](CN(C)CC1CCOCC1)[C@H](C)CN(C(=O)Nc1ccc(F)cc1)[C@@H](C)CO	-3	2	6	-15	.	.	1.4
CCOc1cccc(C=Nc2cc(C)cc(C)c2O)c1O	-12	-6	-7	.	-1	.	0.0
COc1ccc(-c2cn(CC[C@@H]3CC[C@H](NC(=O)c4cnccn4)[C@@H](CO)O3)nn2)cc1	-3	18	-5	-1	.	2	1.3
Cc1cc(=O)oc2cc(OCC(=O)NC3CCCCC3)ccc12	-10	1	2	0	-4	-2	-2.4
CN(C)CCCNC(=O)C[C@H]1CC[C@H]2[C@H](COc3ccc(NS(C)(=O)=O)cc3C(=O)N2C)O1	-24	22	-2	-8	-35[16.7 µM]	-44	-0.8
Cc1ccc(Nc2nc(N/N=C/c3c[nH]c4ccccc34)nc(N3CCOCC3)n2)cc1	8	.	-13	30	.	24	.
OC1CCN(c2ncnc3nc[nH]c23)CC1	0	4	20	0	-10	0	-0.2
Cc1[nH]c2ccccc2c1/C=N/NC(=O)c1cc(C(C)C)[nH]n1	6	.	-7	-13	.	0	-2.9
CCc1ccc(/C=C2/C(=O)N(c3ccccc3)C(=S)N2CC(=O)OC)s1	.	60	.	-2	-3	17	.
CCCN(C)C[C@@H]1Oc2cc(C#Cc3ccncc3)ccc2S(=O)(=O)N([C@@H](C)CO)C[C@@H]1C	23	5	-3	-9	.	.	-5.3
Cc1ccc(Nc2c(-c3ccccc3O)nc3cnccn23)cc1	4	-25	0	.	-3	3	0.3
CCN(C(=O)CC(C)C)c1nnc(Cn2nnc3ccccc32)s1	-49	-13	2	8	-8	7	1.6
COc1ccc2c(CN3CCCCCCC3)cc(=O)oc2c1	-36	-13	-8	10	-3	-38	-0.6
O=C(NCc1cccs1)C(=O)NCC(c1ccco1)N1CCN(c2ccccc2)CC1 (centres undefined)	8	9	17	-3	.	12	2.7
C[C@H]1CN([C@@H](C)CO)C(=O)c2cc(NC(=O)CCN3CCOCC3)ccc2O[C@H]1CN(C)C(=O)Nc1cccc2ccccc12	-5	-10	9	.	-6[16.7 µM]	7	1.8
O=C(Nc1ncc2c(n1)CC(c1cccc(Cl)c1)CC2=O)c1ccco1 (centres undefined)	6	4	-1	.	10	14	0.2
O=C(CN1CCN(c2ccccc2F)CC1)Nc1ccc2c(c1)CCC2	7	-28	2	-7	8	-7	-2.5
COc1ccc(OCC(O)CNS(=O)(=O)c2ccc(C)cc2)cc1 (centres undefined)	8	0	3	3	2	-5	.
CCOC(=O)C1C(=O)NC(SCC(=O)OC)=C(C#N)C1c1ccccc1OCC (centres undefined)	8	-10	4	.	-4	.	1.0
CC(c1ccccc1)n1c(N2CCN(C)CC2)nc2c1c(=O)[nH]c(=O)n2C (centres undefined)	3	9	0	-3	-3	11	-1.0
CCNC(=O)C1CCCN(C(=O)c2ccc3snnc3c2)CC1 (centres undefined)	-8	18	1	2	-2	0	1.0
CCOC(=O)C1=CN2CCCC[C@@H]2CC1=O	-3	9	-9	-5	4	-16	1.7
CCCCCCCCN1C(=O)[C@H](CC(=O)NCCCN2CCCC2=O)C[C@@]2(C(=O)OCC)CCCC=C12	10	.	-8	6	.	2	0.2
CSc1ccc(/C=N/NC(=O)CNc2ccc3ccccc3c2)cc1	-9	6	4	-5	.	16	-3.2
N#CC(C#N)=C(Nc1ccc(F)cc1)SCc1cccc(Br)c1	5	-10	-10	-3	16	85*	.
COc1cccc(/C=C/C(=O)OCC(=O)NCc2ccc3c(c2)OCO3)c1	2	-7	-6	1	-3	9	-2.0
CC(CCc1ccccc1)NC(=O)C1CCN(S(=O)(=O)c2cnc[nH]2)CC1 (centres undefined)	.	.	.	5	-8	0	.
O=[N+]([O-])c1ccccc1S(=O)(=O)c1ccccc1	11	27	-3	4	.	-3	-0.4
O=P(O)(Cc1ccccc1)c1ccccc1	4	.	-3	.	-1	12	3.0
CC(C)NC(=O)N(C)C[C@@H]1OCCCC[C@@H](C)Oc2ccc(NC(=O)c3ccccc3)cc2C(=O)N([C@H](C)CO)C[C@@H]1C	.	16	-4	.	-5[16.7 µM]	-28	-0.1
Cc1cnc(C)c(Nc2nc(C(N)Cc3ccccc3)cs2)n1 (centres undefined)	15	5	0	6	-3	-4	3.3
O=S1(=O)CC(N2CCCC2)CN1Cc1cn(Cc2ccc(Cl)cc2)nn1 (centres undefined)	-1	38	?	-17	.	-8	4.0
Cc1ccc(-c2cn3cc(C)ccc3n2)cc1	67*	3	4	-2	.	92*	0.7
COc1cc2c(cc1OC)/C(=C/C(=O)c1ccc(NC(C)=O)cc1)NCC2	-15	70*	1	0	-8	0	5.6
CC(C)[C@H](NC(=O)Cc1ccccc1)C(=O)OCc1cc(=O)n2c(n1)sc1ccccc12	3	.	-1	5	.	17	2.1
C[C@H]1CN([C@@H](C)CO)C(=O)Cc2cc(NC(=O)Nc3cccc4ccccc34)ccc2O[C@H]1CN(C)C(=O)Nc1cccc2ccccc12	10	4	0	.	-8[16.7 µM]	29	-1.2
CCCCCOc1ccc(C(=O)OCC(=O)Nc2cc(C)c(C)cc2[N+](=O)[O-])cc1	11	8	.	1	-5	10	-0.4
Cc1ccc(C)c(NS(=O)(=O)c2ccc(OCC(=O)N3CCCC3)cc2)c1	-5	-6	4	.	-2	.	1.1
COCC(=O)N(C)C[C@@H]1Oc2cc(C#Cc3cccnc3)ccc2S(=O)(=O)N([C@H](C)CO)C[C@H]1C	-24	15	1	.	-18[16.7 µM]	7	-3.2
Cc1ccc(CN2CCNC(=O)C2CC(=O)N(C)Cc2cnccn2)cc1 (centres undefined)	.	0	0	7	9	-2	-1.3
O=[N+]([O-])c1cc(S(=O)(=O)O)cc([N+](=O)[O-])c1NN(c1ccccc1)c1ccccc1	5	.	0	-2	-7	-3	1.7
CCn1c(=O)c2[nH]c(SC)nc2n(CC)c1=O	6	14	1	-3	-13	-11	-1.0
O=C(Nc1ccccc1)OCCOc1ccccc1	.	12	.	-7	-1	.	.
COc1cccc(CNC(=O)Cn2nc([N+](=O)[O-])c(Br)c2C)c1	6	1	-1	1	1	-2	3.5
COc1ccc(CCNC(=O)C(=O)NCc2ccc(C)cc2)cc1OC	6	36	.	.	-3	.	-3.2
O=C(NCC(c1ccco1)N1CCN(c2ccc(F)cc2)CC1)C(=O)NC1CCCCC1 (centres undefined)	6	-3	-6	-2	-1	-7	-0.3

Continuation:
SMILES	EWS-Fli block	INS-1E GSIS act	DENV2 CPE	FN deposit inh	miR122 inh	PAX8 reporter	CFTR F508del cor
O=C(Nc1ccc(Cl)cc1)N1C[C@@H]2[C@H](c3ccccc31)[C@H](CO)N2CC1CCCCC1	-18	-5	1	-13	20[16.7 µM]	-10	2.5
COc1ccc(OCC(=O)N/N=C/C2CC=CCC2)cc1 (centres undefined)	0	-11	?	1	1	-7	-0.5
CCN(C(=O)CN1CCN(c2cccc(Cl)c2)CC1)c1c(N)n(Cc2ccccc2)c(=O)[nH]c1=O	-4	-8	-8	-3	-6	13	1.4
CC(=O)Nc1ccc(S(=O)(=O)NCCSCc2ccccc2Cl)cc1	17	.	-8	-3	.	15	-1.4
C[C@H](CO)N1C[C@H](C)[C@@H](CN(C)S(=O)(=O)c2ccc(Cl)cc2)Oc2ccc(NS(=O)(=O)c3cccs3)cc2CC1=O	3	-2	10	.	-7[16.7 µM]	2	-1.8
C[C@H]1CN([C@@H](C)CO)C(=O)c2cccc(NC(=O)C3CCCCC3)c2O[C@@H]1CN(C)C(=O)Nc1ccc(C(F)(F)F)cc1	-1	-34	-6	.	10[16.7 µM]	7	-3.8
O=C(Nc1ccc(C(=O)OC2CCCCC2)cc1)c1ccncc1	10	6	18	-5	.	11	-3.8
O=c1nc(/C=C/c2cccn2-c2ccc([N+](=O)[O-])cc2)cc(C(F)(F)F)[nH]1	0	-7	-1	15	.	14	0.3
CCC(=O)Nc1ccc2c(c1)C(=O)N(C)C[C@@H](OC)[C@@H](C)CN(CC1CCOCC1)[C@H](C)CO2	2	9	.	.	16[16.7 µM]	10	-1.1
C[C@@H]1CN([C@@H](C)CO)C(=O)c2cc(/C=C/c3ccccc3)cnc2O[C@@H]1CN(C)Cc1ccccc1F	0	-32	0	.	-4[16.7 µM]	-18	-2.3
CCCCCCNC(=O)O[C@H]1Cn2c(=O)ccc(=O)n2[C@@H]2CN(S(=O)(=O)c3ccc(C)cc3)C[C@]12O	71*	-32	8	6	-28	77*	-4.8
COc1cc(/C=N/NC(=O)c2cc(-c3ccccc3)nc3ccccc23)ccc1O	-8	-12	-1	2	.	10	-0.4
COc1cccc2c(=O)n(CC(=O)N3CCCCC3)ccc12	-2	.	-5	-3	.	2	0.3
CCN(CC)CCN1c2ccccc2Sc2ccccc21	.	-13	5	.	.	20	-1.3

Complete entries as entered above.
OC1CCN(c2ncnc3nc[nH]c23)CC1 as listed: EWS-Fli block: 0; INS-1E GSIS act: 4; DENV2 CPE: 20; FN deposit inh: 0; miR122 inh: -10; PAX8 reporter: 0; CFTR F508del cor: -0.2
Cc1ccc(C)c(N(C(=O)c2snc(C(N)=O)c2N)C(C(=O)NCC2CCCO2)c2ccc(C)o2)c1 (centres undefined) as listed: EWS-Fli block: 15; INS-1E GSIS act: -3; DENV2 CPE: 17; FN deposit inh: 1; miR122 inh: -9; PAX8 reporter: 36; CFTR F508del cor: 3.9
